Compound activity: PubChem BioAssay, several laboratories
SMARCA2 activ: increases SMARCA2 function in MMTV reporter cells; MG213 cells, MMTV-luciferase reporter, dexamethasone, overnight; activation, % at 9.1 µM; actives 1% (n = 370,000); in the data active = activation above about 7.8%;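 also: 0% = vehicle wells and 100% = reference activator wells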
ADAM10 inh: inhibits human ADAM10; O14672; recombinant ADAM10, EDANS/DABCYL FRET peptide cleavage, 3 h; inhibition, % at 7 µM; actives 0.62% (n = 370,000); AID 720582;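 active = inhibition above a per-campaign cutoff equal to the mean of compounds falling between control-based bounds plus 3 SD, cut at about 20% in these data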;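 also: 0% = DMSO wells while the 100% control is not disclosed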
DAX1 inh-1: DAX1 (NR0B1) inhibition, primary screen | inhibition, % at 6.8 µM | actives 1.1% (n = 370,000) | HEK293T StAR-luciferase reporter, SF-1/DAX-1 repression relief | AID 652010;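 active = inhibition above the mean over all tested compounds plus 3 SD, cut at about 3.6% in these data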;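 also: 0% = DAX-1 cells with DMSO and 100% = cells lacking DAX-1 with DMSO; higher inhibition means more luminescence from relief of DAX-1 repression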
HGIII-sPLA2 inh: Inhibits HGIII-sPLA2 liposome hydrolysis, primary screen; actives 0.56% (n = 370,000); Q9NZ20; inhibition, % at 12.2 µM; AID 743126; QFRET BODIPY PC-A2 liposome hydrolysis, fluorescence;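 active = inhibition above mean plus 3 SD of compounds lying within the high and low control bounds, cut at about 19% in these data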;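 also: 0% = median of test compound wells and 100% = no enzyme DMSO wells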
hcDAF12 agonist: H. contortus DAF-12 activation, primary screen | HEK293 hcDAF-12 lit1-tk-luc reporter, luminescence; 0% DMSO, 100% Δ7-dafachronic acid | activation, % at 6.8 µM | actives 1.4% (n = 370,000);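 active = activation above the mean of all tested compounds plus 3 SD, cut at about 5.5% in these data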;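 also: 100% = response to 3 µM Δ7-dafachronic acid high control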
ssDAF-12 act: activators of S. stercoralis DAF-12 nuclear receptor; HEK293 ssDAF-12/GRIP1 lit1-tk-luc reporter, luminescence; % of 3 µM dafachronic acid response; activation, % at 6.8 µM; actives 1% (n = 370,000); AID 652126;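 active = activation above the mean over all tested compounds plus 3 SD, cut at about 0.9% in these data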;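 also: 0% = DMSO-only wells and 100% = 3 µM delta7-dafachronic acid wells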
GC-B act: GC-B (human) receptor activation. AID 1920062. actives 0.11% (n = 370,000). P20594. activation, % at 10 µM. HEK293-GC-B cells, CNP EC30, cGMP TR-FRET; 0% at EC30 CNP, 100% saturating CNP;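 active = activation at 10 µM reaching about 35% in either raw or pattern-adjusted values, limit read from the data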
Target sequence (P20594 whole entry, looked up): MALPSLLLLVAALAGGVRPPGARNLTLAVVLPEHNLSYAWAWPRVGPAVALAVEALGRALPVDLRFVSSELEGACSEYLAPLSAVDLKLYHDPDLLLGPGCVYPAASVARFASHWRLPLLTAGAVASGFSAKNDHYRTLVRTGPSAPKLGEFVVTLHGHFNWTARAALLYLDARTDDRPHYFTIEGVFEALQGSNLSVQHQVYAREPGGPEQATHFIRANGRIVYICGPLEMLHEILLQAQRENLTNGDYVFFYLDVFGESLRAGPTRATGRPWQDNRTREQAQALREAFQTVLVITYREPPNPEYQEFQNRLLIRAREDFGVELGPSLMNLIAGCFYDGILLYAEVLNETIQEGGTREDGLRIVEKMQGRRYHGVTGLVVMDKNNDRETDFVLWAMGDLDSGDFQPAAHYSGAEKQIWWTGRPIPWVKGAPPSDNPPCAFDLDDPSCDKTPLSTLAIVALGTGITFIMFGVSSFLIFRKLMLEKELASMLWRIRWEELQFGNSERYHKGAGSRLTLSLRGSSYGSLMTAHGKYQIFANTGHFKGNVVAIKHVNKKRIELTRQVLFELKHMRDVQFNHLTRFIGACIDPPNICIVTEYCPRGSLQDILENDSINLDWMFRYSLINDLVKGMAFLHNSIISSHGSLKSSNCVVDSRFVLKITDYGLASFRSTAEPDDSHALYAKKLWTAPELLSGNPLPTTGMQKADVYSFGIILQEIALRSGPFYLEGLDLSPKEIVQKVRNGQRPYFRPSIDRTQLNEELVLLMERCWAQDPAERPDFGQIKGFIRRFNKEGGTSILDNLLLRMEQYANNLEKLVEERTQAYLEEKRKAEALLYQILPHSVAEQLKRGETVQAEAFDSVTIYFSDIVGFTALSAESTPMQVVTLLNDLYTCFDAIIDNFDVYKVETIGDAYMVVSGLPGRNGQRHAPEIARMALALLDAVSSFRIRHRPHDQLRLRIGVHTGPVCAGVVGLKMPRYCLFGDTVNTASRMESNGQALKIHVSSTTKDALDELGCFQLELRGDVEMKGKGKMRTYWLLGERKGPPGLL
FXN GAA850 act: activators of GAA850 frataxin (FXN) promoter. actives 0.56% (n = 360,000). activation, % at 6 µM. HEK293 lucGAA850 FXN promoter luciferase reporter, 24 h; percent of 10 µM SAHA response;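 active = activation above the average of all compounds screened plus 3 SD, cutoff fixed separately per campaign, cut at about 7.5% in these data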;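 also: 0% = DMSO wells and 100% = 10 µM SAHA wells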
GC-A act: GC-A (human) enzyme activation; P16066; HEK293 GC-A cells, cGMP TR-FRET, EC30 ANP; 0% at EC30 ANP, 100% saturating ANP; activation, % at 10 µM; actives 0.14% (n = 370,000); AID 1671463; in the data active = activation above about 40%
hgDAF12 agonist: agonists of H. glycines DAF-12 nuclear receptor; HEK293 GAL4-hgDAF12 UAS-luciferase reporter, agonist luminescence; normalized to butyrate control; activation, % at 6.8 µM; actives 1.8% (n = 370,000); AID 687014;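 active = activation above a cutoff set at the mean of all screened compounds plus 3 SD, cut at about 10% in these data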;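 also: 0% = DMSO wells and 100% = sodium butyrate wells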
DAX1 inh-2: inhibitors of human orphan nuclear receptor DAX1 (NR0B1); actives 0.99% (n = 340,000); HEK293 Gal4-DAX1 luciferase reporter, luminescence; inhibition, % at 6.75 µM; AID 504766; P51843;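 active = inhibition above the mean over all tested compounds plus 3 SD, cut at about 4.2% in these data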;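 also: 0% = DAX1-transfected cells with DMSO and 100% = empty-vector control cells with DMSO; inhibition shows as a rise in luminescence from relieved DAX1 repression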
* marks the source's active call; other numbers are inactive results; x = not tested or not shown.

Molecule	SMARCA2 activ	ADAM10 inh	DAX1 inh-1	HGIII-sPLA2 inh	hcDAF12 agonist	ssDAF-12 act	GC-B act	FXN GAA850 act	GC-A act	hgDAF12 agonist	DAX1 inh-2
CC(NC(=O)COC(=O)c1ccccc1F)C1CC2CCC1C2 (stereo not given)	-1	-2	-1.0	-4	-1.6	-0.4	-5	0.7	-1	-1.8	-0.5
O=C(CN(c1ccc(F)cc1)S(=O)(=O)c1ccc2c(c1)OCCO2)Nc1ccccc1	-2	4	0.0	-21	-0.3	-1.0	7	0.5	-3	0.6	1.5
O=C(Nc1ccccc1)c1ccc(CN2CCC(Cc3ccccc3)CC2)cc1	-1	0	-1.9	-2	-2.8	-1.6	-2	-1.2	1	-1.3	-2.4
COc1ccc(C(=O)Nn2cnc3scc(-c4cccs4)c3c2=O)c(O)c1	-3	-3	0.3	-7	0.8	-0.5	-2	-1.6	-3	0.1	1.1
CC(C)NC(=O)C1(C)CCN1C(=O)C1(c2ccccc2)CC1 (stereo not given)	-3	-3	-0.1	7	1.0	0.1	-3	2.1	0	4.1	x
CCOc1ccc(-c2cc(C(=O)N/N=C(\C)c3cccnc3)c3ccccc3n2)c(OCC)c1	-2	-52	-2.7	4	0.0	-0.6	3	-0.8	6	-4.5	-0.8
FC(F)Oc1ccc(NC(=S)NNc2ccnc3cc(Cl)ccc23)cc1	0	-1	-0.9	-4	-1.2	-0.8	-4	1.2	-4	1.2	-3.0
CCOc1cc2[nH]c(=S)n(CCCOC)c(=O)c2cc1OCC	-2	-7	-0.2	7	0.2	-1.2	-9	5.4	4	-0.2	-0.1
COc1ccccc1NC(=O)c1ccccc1NC(=O)c1ccccn1	1	-5	-3.4	-6	-0.5	-1.4	-2	2.3	-2	2.7	-1.7
c1ccc2c(CCN3CCNC[C@H]3Cc3cccc4ccccc34)cccc2c1	-1	79*	0.5	3	-0.3	-0.7	0	1.2	-1	1.6	-0.6
Nc1cc(=O)[nH]c(SCC(=O)Nc2cccc([N+](=O)[O-])c2)n1	1	5	0.8	2	-0.8	-1.0	1	1.7	1	2.0	-0.6
C[C@H]1CN([C@@H](C)CO)C(=O)CCCn2nncc2CO[C@H]1CN(C)C(=O)CCC(F)(F)F	-5	-6	0.9	7	-0.1	-1.0	3	1.3	2	0.6	-0.1
COc1ccc([C@@H]2OC2(C(N)=O)C(N)=O)cc1	-1	-1	0.0	6	-2.2	-1.7	0	2.7	-3	-1.1	2.0
O=C(c1cc(=O)c2cc(Cl)ccc2o1)N1CCN(Cc2ccccc2)CC1	-2	0	0.5	-1	-0.7	-0.8	1	-0.6	11	-0.9	1.9
COc1ccc(C(CCN2CCN(c3ccccc3)CC2)c2c(OC)cc(OC)c3c(-c4ccccc4)cc(=O)oc23)cc1 (stereo not given)	1	-4	-0.1	2	-1.6	-1.5	1	0.4	0	-2.2	0.8
CCOc1cc(NC(=S)NCCCN2CCOCC2)c(OCC)cc1NC(=O)c1cccs1	1	0	-0.9	8	-0.7	-1.4	3	2.3	-3	-1.1	0.4
O=Cc1ccc(-c2c(-c3ccccc3)oc3c2C(OCCCCO)CCC3)o1 (stereo not given)	-3	-67	0.8	8	-0.5	-0.2	-4	x	-5	-0.2	x
Nc1ccc2nc(COc3ccccc3)[nH]c2c1	12*	6	1.4	5	6.5*	-0.4	-2	2.1	-5	9.9	-1.2
O=C(COC(=O)c1cc2ccccc2cc1O)NC(=O)NCc1ccco1	-2	-25	-0.3	-16	-0.7	-1.4	-2	-0.9	-2	1.0	3.0
CCCCC1CCC(C(=O)N(CCOC)c2c(N)n(CC(C)C)c(=O)[nH]c2=O)CC1 (stereo not given)	-4	-9	3.2	8	0.6	-1.9	0	-0.1	-6	-3.0	0.9
Cc1ccc(NC(=S)N(CCN(C)C)Cc2cc3cc(C)ccc3[nH]c2=O)cc1	1	-2	0.0	3	-1.3	-1.3	-6	1.7	-5	-0.8	-1.1
O=C1CC(c2ccccc2)CN1C(=O)c1cccc([N+](=O)[O-])c1 (stereo not given)	-5	-7	-0.1	10	0.0	-1.3	5	2.4	1	-1.1	1.0
Cc1sc2ncn(CC(=O)Nc3ccccc3F)c(=O)c2c1-c1ccccc1	-3	5	0.0	-11	-1.6	-2.0	-1	-0.8	-6	-1.1	-0.4
Clc1ccc(CSc2ccc(-c3ccco3)nn2)cc1	1	-8	-0.4	1	1.2	-0.9	4	3.4	-2	6.0	-0.1
CCOC(=O)N1C(=O)C[C@](Sc2ccc(OC)cc2)(C(=O)N(C)C)[C@H]1c1ccc(OC)cc1	-3	-10	-2.1	3	0.2	-1.3	-1	x	1	8.8	x
CCN(CC)C(=O)CSc1nnc(-c2cccnc2)n1Cc1ccccc1	-2	4	0.2	2	1.0	-0.7	8	3.1	4	1.1	0.7
CCn1c(=O)cc(SCC(=O)Nc2ccc(Cl)cc2)c2ccccc21	0	8	0.3	3	-1.1	-1.1	-4	-0.2	-1	1.0	2.4
Cc1c(C(=O)NCc2ccccc2)oc2c1C(=O)CCC2	-1	-5	-0.5	2	-0.6	-0.5	8	-1.4	11	1.8	0.0
CCN1C(=O)N[C@@H](c2ccco2)C(C(C)=O)=C1C	-1	4	-0.1	2	0.4	-1.2	8	-0.8	-3	-2.0	1.0
O=C1CCC(CCC(=O)N2CCCC(C(=O)c3ccc4c5c(cccc35)CC4)C2)=NN1 (stereo not given)	-2	-488	-0.7	-2	-2.8	-1.8	-3	-0.1	-1	0.1	-0.5
O=C(COC(=O)c1ccccc1F)NC1CCCC1	-1	9	0.1	1	-1.1	-0.7	3	-0.1	1	-0.5	0.0
COc1cc(C2C3=C(CC(C)(C)CC3=O)Nc3ccccc3N2C(C)=O)cc(OC)c1OC (stereo not given)	0	-12	-0.1	0	-0.8	-0.6	6	1.6	-2	-1.4	0.8
O=C(c1cccc(S(=O)(=O)N2CCOCC2)c1)N1CCN(S(=O)(=O)c2cccs2)CC1	0	-2	-1.1	-5	-1.8	-1.4	8	-0.9	1	1.2	-1.3
C#CCOCCOCCOCCNc1nc(N2CCN(C(=O)[C@H](CCCN=C(N)N)n3cc(C(N)[C@@H](C)CC)nn3)CC2)nc(N2CCN(C(=O)[C@H](CC(N)=O)n3cc([C@@H](N)CC(N)=O)nn3)CC2)n1 (stereo not given in full)	4	-7	0.2	7	-1.3	-1.1	4	-1.0	5	-1.6	0.5
O=C(Nc1cc(S(=O)(=O)N2CCOCC2)ccc1N1CCCCC1)c1ccc(Cl)cc1	-2	17	-0.1	-8	-0.1	-1.2	3	1.6	2	-1.0	1.0
CCn1c(COc2ccc3c(c2)OCO3)nnc1SCC(=O)c1ccc(Cl)cc1	-2	0	-0.4	-15	-1.4	-0.7	-2	1.6	-2	-1.8	0.4
CN(C)CC(C)(C)CNC(=S)NCc1ccc2c(c1)OCO2	-1	8	0.7	8	2.3	-0.1	2	0.5	2	-2.8	-0.9
O=C(NCc1cccs1)Nc1cccc(Cl)c1	1	4	0.4	-12	2.5	-1.0	0	3.5	-2	6.4	1.0
CC1(C)OC(=O)C(=CNC(Cc2c[nH]c3ccccc23)C(=O)O)C(=O)O1 (stereo not given)	-2	0	0.5	-1	0.0	-1.2	5	4.2	2	0.5	0.0
COc1ccc(Cl)cc1N(CC(=O)N1CCC(C)CC1)S(C)(=O)=O	-1	4	0.6	2	-1.0	-1.3	-6	2.2	-8	-1.6	-0.5
CCN(CC)CCn1c(NCc2ccco2)nc2ccccc21	3	0	0.1	-5	-0.1	-0.8	-10	0.9	-4	-0.6	0.1
CCOC(=O)CN(c1ccccc1)S(=O)(=O)c1ccc(F)cc1	-1	6	-0.2	-2	-1.1	-1.8	-1	1.0	1	0.3	3.7
COCCN=C1Sc2nc3cc(C)c(C)cc3cc2CN1Cc1cccs1	-4	-11	-0.6	11	-0.1	0.0	-7	0.6	1	-3.0	1.0
Cc1ccc(S(=O)(=O)NC(=O)Nc2ccc(N(C)C)cc2)cc1	1	6	-4.5	17	2.4	-0.3	6	-3.2	-78	-5.2	2.7
COc1ccc(C(=O)Nn2c(SCc3cccc([N+](=O)[O-])c3)nc3ccccc3c2=O)cc1	-1	9	0.7	-13	0.7	-1.6	0	-2.7	-4	0.0	-1.2
Cc1onc(-c2c(Cl)cccc2Cl)c1C(=O)NC1CCCCC1	-4	3	-0.6	1	-4.4	-2.0	1	-2.1	6	-0.2	-2.4
COc1cc(NS(=O)(=O)c2ccc(NC(=O)NC3CCCCC3)cc2)nc(OC)n1	-4	1	2.5	-18	2.1	-1.0	6	1.2	1	2.5	0.7
COc1ccc(CNS(=O)(=O)NCc2ccccc2)cc1OC	-1	8	-0.6	-3	-0.8	-1.6	8	-0.9	2	-4.0	0.8
O=C(O)C1CCCN1C1=NS(=O)(=O)c2ccccc21 (stereo not given)	-5	-2	0.1	1	-1.1	-0.7	3	0.3	2	0.5	1.3
O=C1NC[C@H](c2ccccc2)N(CCC23CC4CC(CC(C4)C2)C3)C1=O	-2	-2	-0.5	-10	-0.9	-1.5	2	3.5	4	-2.2	0.5
S=C(NCc1cccnc1)Nc1ccc(Oc2ccccc2)cc1	-2	2	-1.0	-2	-2.9	-1.7	8	1.8	3	-1.0	-1.6
Cc1ccc(Nc2nnns2)cc1C	1	-4	0.0	-10	0.9	-0.8	3	1.3	4	1.2	-0.4
Cc1ccccc1-c1nc(CN2CCC(C(=O)NCc3cccnc3)CC2)c(C)o1	-3	-10	-0.5	1	-1.2	-1.5	-4	1.3	0	-0.7	2.9
CC1(C(=O)NCc2cccs2)Cc2c(-c3ccc4c(c3)OCO4)ccnc2O1 (stereo not given)	-2	-73	-3.2	-2	-1.7	-1.6	-4	-4.6	-7	-3.3	x
CCOC(=O)CNNC(=O)Nc1ccc(Cl)c(Cl)c1	2	11	-0.1	1	-0.1	-1.5	0	0.9	0	-0.9	-0.6
CCOc1ccc(/C(O)=C2/C(=O)C(=O)N(CCCN3CCOCC3)C2c2ccc(C)cc2)cc1C (stereo not given)	-2	8	0.1	-7	0.6	-1.5	0	1.2	-4	-2.3	1.4
Cc1cc(C(F)(F)F)nn1CC(=O)NCC1CCCO1 (stereo not given)	-1	-7	-0.1	-8	-0.6	-1.3	-1	1.5	1	2.2	-0.7
COc1ccc(-c2nc3ccccc3c(=O)n2CCN2CCOCC2)cc1	0	-3	-0.1	-1	-0.4	-0.9	1	1.2	5	2.5	2.2
